# Source: PubChem BioAssay (several laboratories)
# MRP-1 activ: MRP-1 activation. H69AR cells + doxorubicin, viability rescue, CellTiter-Glo. viability increase, % at 10 µM. actives 0.61% (n = 140,000);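 active = viability gain under doxorubicin at or above a set limit, the compound median plus 3 SD, cut at about 4.7% in these data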;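 note: MRP-1 overexpressing cells given doxorubicin 25 µM after compound pretreatment; 18-22 h compound pretreatment then 72 h with doxorubicin before readout; 0% = doxorubicin-only wells and 100% = vehicle-treated cells without doxorubicin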
# E-sel TNF inh: blocks E-selectin expression induced by TNF alpha; HUVEC TNFa-induced E-selectin immunofluorescence, high content; inhibition, % at 2 µM; actives 0.71% (n = 120,000); AID 1246;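 active = inhibition above the batch mean plus 3 SD, and confirmed as a hit on visual image review, cut at about 43% in these data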;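 note: 0% = TNF-stimulated DMSO wells and 100% = unstimulated control wells; not every result past the cut was called active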
# NPY Y2 blocker: NPY-Y2 (human) receptor antagonism; P49146; inhibition, % at 2.7 µM; NPY-Y2 expressing cells, antagonist mode; actives 0.99% (n = 140,000); in the data active = inhibition above about 17%;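 note: 0% = vehicle with agonist challenge and 100% = reference antagonist with challenge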
# Target sequence (P49146 whole entry, looked up): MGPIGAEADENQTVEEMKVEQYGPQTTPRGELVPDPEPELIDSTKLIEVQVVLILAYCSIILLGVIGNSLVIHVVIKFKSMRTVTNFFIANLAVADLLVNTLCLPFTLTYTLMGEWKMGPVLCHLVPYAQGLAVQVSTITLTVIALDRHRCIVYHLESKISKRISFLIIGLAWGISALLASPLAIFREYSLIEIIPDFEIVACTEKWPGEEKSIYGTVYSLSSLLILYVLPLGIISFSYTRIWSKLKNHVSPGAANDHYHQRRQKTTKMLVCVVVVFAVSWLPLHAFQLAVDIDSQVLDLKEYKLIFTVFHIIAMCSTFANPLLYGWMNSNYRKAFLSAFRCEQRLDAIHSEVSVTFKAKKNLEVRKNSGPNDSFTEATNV
# Yeast life ext: yeast lifespan extension; AID 775; S. cerevisiae growth with nicotinamide, OD615; deaD strain in restrictive glucose medium; actives 0.68% (n = 130,000); inhibition of the nicotinamide effect, % at 10 µM;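 active = inhibition above a set limit, placed 3 SD over the median of all compounds, cut at about 26% in these data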;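 note: 0% = nicotinamide-treated wells and 100% = cells grown without nicotinamide; some compounds called inactive have numbers as strong as hits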
#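 System: Modified budding yeast, DeaD strain | Buffer or medium: Restrictive glucose medium | Also added: 1.5 mM nicotinamide | Doses: 10 µM single point, 0.25% DMSO | Schedule: 48 h compound exposure at 30 °C, humidified | Detection: Absorbance at 615 nm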
# HCT116 PTEN-null: PTEN-deleted cell growth suppression | HCT116 PTEN-null viability, CellTiter-Glo, 60 h; stronger effect = lower value | viability, % at 10 µM | actives 1.2% (n = 140,000) | AID 827;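 active = viability at or below a set limit, 4 SD under the median of all tested compounds, cut at about 3.7% in these data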;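 note: PTEN knockout HCT116 line with beta catenin targeted HCT116 as companion control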
# Phagocyt inh: blocks phagocytosis by macrophages; J774A.1 macrophage IgG-bead phagocytosis, imaging; inhibition, % at 5 µM; actives 0.07% (n = 110,000);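 active = inhibition above the mean of the plate negative controls plus 5 SD, cut at about 13% in these data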;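 note: phagocytic index as fraction of beads internalized from green versus red external bead signal; plate controls were DMSO negative control for no effect and cytochalasin-D positive control for full effect; some results beyond the cut were filed as inactive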
# BB579 growth dn: reduces growth of yeast BB579 in restrictive medium. AID 804. S. cerevisiae BB579 growth, OD615, 48 h. actives 0.51% (n = 140,000). inhibition, % at 10 µM;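 active = inhibition above a set limit, 3 SD over the mean compound inhibition, cut at about 44% in these data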; note: inactives centre near -24
#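 Assay system – yeast BB579 (DeaD) · Dosing – single compound dose of 10 µM, 0.25% DMSO final · Detection – OD615 turbidity measurement · Buffer or medium – CSMM-D restrictive synthetic medium containing dextrose (glucose) · Benchmarks – positive control amphotericin B 10 µg/mL · Incubation – 48 h exposure, 30 °C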
# HCT116 bCat-KO: beta-catenin-lacking colon tumor cell growth suppression; HCT116 beta-catenin knockout viability, CellTiter-Glo, 60 h; stronger effect = lower value; viability, % at 10 µM; actives 1.5% (n = 140,000); AID 818;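 active = viability at or under a set limit, the compound median less 4 SD, cut at about 6% in these data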;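 note: 0% = Hyamine 1622 control at 20 µM and 100% = untreated cell control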
# GALR2 antag: GALR2 (human) receptor antagonism; inhibition, % at 4 µM; O43603; actives 0.39% (n = 140,000); GALR2-expressing cells, antagonist mode; AID 828; in the data active = inhibition above about 27%;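 note: cells stimulated with galanin 1-16 at roughly its EC80; 0% = agonist challenge control and 100% = basal control without agonist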
# Target sequence (O43603 whole entry, looked up): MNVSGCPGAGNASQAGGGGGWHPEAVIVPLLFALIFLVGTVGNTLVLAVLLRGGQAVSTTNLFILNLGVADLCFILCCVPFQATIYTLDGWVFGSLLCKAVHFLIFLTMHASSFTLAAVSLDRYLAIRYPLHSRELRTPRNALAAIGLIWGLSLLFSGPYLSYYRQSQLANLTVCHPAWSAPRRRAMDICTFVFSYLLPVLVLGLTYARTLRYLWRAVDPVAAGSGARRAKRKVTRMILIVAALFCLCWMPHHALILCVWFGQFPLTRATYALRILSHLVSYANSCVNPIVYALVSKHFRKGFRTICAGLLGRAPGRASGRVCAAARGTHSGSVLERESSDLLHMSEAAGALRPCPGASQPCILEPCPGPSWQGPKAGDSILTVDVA
# Measles CPE: protection of cells from measles virus; Measles virus-infected cells, CPE protection, absorbance; protection (pct of control), % at 4 µM; actives 1.5% (n = 140,000); AID 841; in the data active = protection mostly above about 24%, no sharp cut-off; inactive = mostly below about 26%; note: some compounds called inactive have numbers as strong as hits
# * hit, by the source's call; nt = not tested or not shown; & = joins results of further samples.
SMILES,MRP-1 activ,E-sel TNF inh,NPY Y2 blocker,Yeast life ext,HCT116 PTEN-null,Phagocyt inh,BB579 growth dn,HCT116 bCat-KO,GALR2 antag,Measles CPE
CCN1CNC(=S)N(c2cccc(C)c2C)C1,-0.3,-0.6,-0.7,-3.6,90.6,nt,1.3,92.8,0.0,2.2
CN1CCCC1CCNC1C2CC3CC(C2)CC1C3 (stereo unspecified),-1.1,45.5,6.2,-10.6,81.8,nt,-7.2,88.3,2.6,19.8
O=C(CCS(=O)(=O)Cc1ccccc1)NCC1CCCO1 (stereo unspecified),-1.0,nt,3.7,-7.9,110.1,0.2,-59.9,97.3,-7.5,1.6
CCOC(=O)c1nn(-c2ccc(Br)cc2)cc1C(=O)c1cccc2ccccc12,0.8,-10.5,5.9,-7.8,101.2,-3.7,-15.2,93.6,-2.2,7.2
CCCCCCc1c(O)c2ccccc2[nH]c1=O,0.3,-0.1,5.1,-12.7,98.6,0.3,-49.8,112.1,13.1,2.6
COc1cccc(-n2ccnc2SCC(=O)NCc2ccccc2)c1,-2.4,-5.0,-1.5,-16.6,96.0,-1.5,-17.8,107.7,-5.2,6.5
Cc1oc2nc(SCC(=O)NCCCO)nc(N)c2c1C,-1.1,15.6,2.3,-3.1,96.3,-3.2,-21.4,97.8,9.3,9.2
Cc1nc(NS(=O)(=O)c2ccccc2)sc1NC(=O)OC(C)C,-0.9,nt,1.0,0.1,103.0,nt,-49.4,96.4,-0.5,3.3
Cc1ccc(NC(=O)c2cc(S(=O)(=O)NCCC3=CCCCC3)ccc2F)cc1,-3.0,nt,2.1,-0.5,10.4,2.3,-41.7,9.3,7.0,6.0
COc1cccc(/C=N/NC(=O)CCc2c(C)n[nH]c2C)c1,0.0,3.5,-0.9,-8.4,102.8,2.3,-50.6,109.3,3.3,5.6
CC/C(=N\NS(C)(=O)=O)c1ccccc1,-0.1,17.4,-0.2,-4.6,102.7,-2.5,-25.7,99.6,-3.0,4.9
c1ccc(Cc2nn3c(Cn4nnc5ccccc54)nnc3s2)cc1,0.2,2.4,4.3,-6.7,92.6,-0.4,-39.7,88.7,4.6,11.2
COc1ccc(NC(=S)Nc2ccccc2)cn1,-1.7,-11.0,0.6,-1.6,96.3,-9.8,-37.3,94.6,-13.0,12.9
O=C(OCC(=O)N1CCN(C(=O)c2ccco2)CC1)c1cc(-c2ccccc2)nc2ccccc12,-2.5,nt,-2.2,-15.7,90.8,-0.5,-4.0,87.0,-9.9,3.3
Cc1ccnc(N2CCC(C(=O)Nc3cccc(C(F)(F)F)c3)CC2)n1,-2.9,nt,4.1,-22.4,81.2,0.3,-33.1,69.8,5.2,6.3
Cc1nn(C)c(C)c1S(=O)(=O)N(CC(=O)NC1CCCCCC1)c1ccc(C(C)C)cc1,-1.1,nt,2.7,-11.1,87.7,0.1,-60.8,90.4,-5.8,4.2
CCOC(=O)c1nnc(-c2ccccc2)nc1NCc1ccccc1,-1.4,12.8,7.5,-1.0,99.3,nt,-45.0,102.4,9.0,11.9
CCc1c(C)nc2cc(-c3cc(OC)cc(OC)c3)nn2c1N1CCN(CCN2CCOCC2)CC1,-6.6,-5.6,0.9,nt,63.2,nt,-15.4,70.6,-2.7,2.0
O=C(Nc1cccc(S(=O)(=O)C(F)F)c1)c1ccc(Cl)c(S(=O)(=O)N2CCOCC2)c1,-0.7,-21.0,2.5,-11.5,84.5,0.0,-38.3,83.5,22.5,23.5
COc1ccc(Cc2c(Cl)ncnc2Cl)cc1,-5.5,nt,4.5,-2.1,33.7,nt,5.9,29.3,4.8,5.0
CCc1ccc(-c2nc(CN3CCC(C(=O)NCc4ccco4)CC3)c(C)o2)cc1,-0.5,-0.4,6.8,-11.6,74.7,-1.8,-12.9,57.2,-2.6,nt
CCn1c2ccccc2c2cc(NC(=O)CSc3nnc(-c4ccccc4OC)n3N)ccc21,-0.2,9.5,-4.7,-13.8,98.4,-1.6,-52.2,98.3,4.2,2.2
COc1ccc(-c2oc(NC(=O)CSc3ncn[nH]3)c(C#N)c2-c2ccc(OC)cc2)cc1,-1.8,-9.2,-2.9,-23.4,34.3,1.3,-25.2,26.4,3.2,5.9
Cc1ccc(CC(=O)Nc2ccccc2N2CCOCC2)cc1C,-0.8,13.4,4.1,1.0,85.4&87.3,0.1,-48.1,96.2,-8.4,2.3
O=C(Nc1ccc(OC(F)F)c(Cl)c1)Nc1ccc2c(c1)OCO2,-1.4,-17.3,-0.9,-12.5,54.5,-1.2,-29.9,65.2,-1.6,41.4*
CS(=O)(=O)N(CC(=O)Nc1ccccc1Sc1ccccc1)c1ccc(F)cc1,-2.1,-47.6,1.9,-0.2,70.7,1.2,-39.2,64.7,8.2,9.6
O=C(NCCc1c[nH]c2ccccc12)C(=O)NCC(c1ccco1)N1CCN(c2ccccc2)CC1 (stereo unspecified),-1.5,nt,-4.2,3.6,67.3,-6.6,-16.0,79.3,1.0,3.3
Cc1cccc(OCC(=O)NC2CCCc3ccccc32)c1C (stereo unspecified),-2.4,20.8,6.4,0.3,58.0,-3.5,-26.8,55.9,6.5,9.0
CC1(C)CC(=O)C2=C(C1)Nc1nc(SCCN3CCOCC3)[nH]c(=O)c1C2c1cccs1 (stereo unspecified),-0.7,7.0,3.3,-9.3,100.3,nt,-40.8,98.1,-7.6,16.9
CCc1sc(N(C(=O)Cc2ccccc2)c2ccc(F)cc2)nc1-c1ccccc1,-3.5,-27.2,0.5,-27.3,61.4,-0.8,-48.9,73.7,9.0,5.4
Cc1nn(CC(=O)NCCN2CCOCC2)c(C)c1[N+](=O)[O-],-0.8,-7.5,6.3,-26.8,83.4,0.7,-41.4,85.5,-1.2,7.9
CCCCOC(=O)Nc1nc2ccccc2s1,-1.9,4.6,-2.0,-21.0,100.2,nt,-48.0,94.7,6.0,8.0
COc1ccc(S(=O)(=O)n2cnc3cc(C)c(C)cc32)cc1C,-0.2,nt,4.8,10.7,108.1,-4.7,-51.3,103.7,-1.3,11.4
Cc1cc2oc(=O)cc(CN3CCCCC3C)c2c(C)c1Cl (stereo unspecified),0.6,15.9,3.0,44.2,95.7,0.1,-64.9,96.2,2.7,14.6
Cc1cc(NS(=O)(=O)c2ccc(NC(=S)NC(=O)c3ccccc3)cc2)no1,-1.9,8.7,0.6,6.7,101.6,-7.7,7.2,98.0,-2.5,6.1
CC(C)c1ccc(C2CC(=O)N3CN(C)CSC3=C2C#N)cc1 (stereo unspecified),-3.7,-8.2,2.8,-2.8,87.0,nt,-34.1,86.9,2.4,7.6
c1ccc(-c2nc3ccccn3c2NCc2ccc3c(c2)OCO3)cc1,-3.6,-38.7,3.9,-4.6,84.3,nt,-10.7,82.1,0.5,7.0
CCOC(=O)CSC1=NC(=O)/C(=C/c2ccc(OC)cc2)S1,-2.6,nt,-5.3,56.6*,97.4,-8.6,-4.8,94.0,-10.1,0.9
CC(C)C(=O)Nc1ccc2c3c(cccc13)CC2,2.4,nt,2.2,-3.7,94.7,-1.4,-41.5,97.5,10.2,3.1
Cc1ccc2nc3c(cc(C#N)c(=O)n3CC3CCCO3)c(=O)n2c1 (stereo unspecified),-0.5,-38.7,1.2,-16.3,102.2,-0.2,-23.8,103.0,-5.3,7.8
COc1ccccc1OCc1nnc(SCC(=O)Nc2ccc(C)cc2)n1C,-0.9,16.7,1.6,-4.9,109.7,-1.0,-55.6,98.1,0.6,14.2
CCCSc1nsc(NC(=O)C(c2ccccc2)c2ccccc2)n1,-1.6,4.2,6.1,-5.5,7.8,-0.1,-51.4,13.6,-13.5,2.4
COc1cc(C(=O)NC(=S)Nc2ccc(Cl)c(C(=O)O)c2)cc(OC)c1OC,-0.4,-55.0,0.7,-16.4,91.5,-5.0,-41.1,83.5,16.7,3.3
COc1ccc(NC(=O)c2cc3cc(OC)ccc3oc2=N)cc1,2.6,-22.2,4.3,-22.9,80.2,-2.0,-8.1,77.6,5.5,16.2
CCNS(=O)(=O)c1ccc(NC(=O)c2ccccc2)cc1,1.1,27.3,2.4,-10.1,93.2,0.6,-5.5,100.2,3.6,11.2
CC(=O)[C@@H]1[C@@H](C(=O)c2ccccc2)[C@]2(C(=O)Nc3ccccc32)[C@H]2C=Cc3cc(F)ccc3N12,-3.7,nt,-0.9,10.7,36.8,-4.2,-33.5,49.4,11.6,3.0
CC[n+]1c(/C=C2/C=C(C)CC(C)(C)C2)sc2ccc(OC)cc21,-4.6,67.4*,0.7,7.6,3.9,nt,-9.2,7.5,4.2,4.2
CCOC(=O)N1CCN(C(=O)C2CCN(S(=O)(=O)N(CC)CC)CC2)CC1,-0.1,20.8,1.6,-13.3,106.8,-0.6,-27.0,108.9,10.6,5.8
CCOC(=O)N1CCC(c2cc(=O)n3[nH]cc(C(=O)OC)c3n2)CC1,-2.0,nt,3.0,-7.1,98.8,-0.5,11.7,97.4,11.5,2.5
Cc1cc(C(F)(F)F)n2ncc(-c3ccc(F)cc3)c2n1,-0.3,10.2,0.6,-9.2,96.7,-0.3,-61.6,85.4,4.7,10.3
COc1ccccc1S(=O)(=O)Cc1ccc(C(=O)NCc2ccc3c(c2)OCO3)o1,-0.9,nt,6.2,-9.0,93.6,nt,-14.3,91.0,10.4,5.9
COC(=O)c1nnn(CC(=O)Nc2cccc(OC)c2)c1C(=O)OC,-0.8,9.4,-1.7,-3.6,101.0,0.6,11.4,116.3,-6.9,25.8
O=C(CSc1nnc(-c2ccc(O)cc2)o1)N1CCOCC1,-3.8,-31.3,1.5,-2.6,94.7,0.0,17.1,91.5,12.1,4.1
COc1ccccc1C(=O)NNC1CC(=O)N(c2ccc3c(c2)OCCO3)C1=O (stereo unspecified),-1.9,nt,1.2,1.5,93.6,-9.8,-4.2,96.2,-16.4,29.4
CC(C)CC(=O)Nc1nc2c(c(=O)[nH]1)CCCC2,-1.3,-0.9,0.9,-6.4,96.0,0.8,11.8,96.7,0.0,5.7
O=C(O)c1[nH]c2ccc(Cl)cc2c1CC(=O)N1CCN(C(=O)c2ccco2)CC1,-1.1,11.5,2.3,-15.0,85.5,-0.1,-55.8,80.2,-1.9,5.1
Cc1c(NC(=O)CSc2nnc3c4ccccc4n(CCc4ccccc4)c3n2)c(=O)n(-c2ccccc2)n1C,-4.5,-44.0,-1.5,-29.8,44.8,nt,-42.0,52.5,4.7,36.6*
CC1CCN(CCCNC(=O)C2CCC(=O)N2C2CCCC2)CC1 (stereo unspecified),-0.8,3.2,-0.1,0.5,98.0,nt,-15.7,95.7,-0.1,14.5
COc1cccc(-n2nc3c(=S)[nH]nc(C)c3c2C)c1,-2.5,-47.7,2.4,-9.5,94.0,0.8,-10.9,96.9,8.5,5.0
